D1 antag: antagonists of human D1 dopamine receptor; 3.2% of 360,000 active; P21728; HEK293 TREx D1 cells, calcium flux, dopamine EC80; stronger effect = lower value; activity change, negative = inhibition, % at 10 µM; in the data active = activity change below about -30%; note: % is set by controls: 0 for no effect and ±100 for the full control effect
Target sequence (P21728 whole entry, looked up): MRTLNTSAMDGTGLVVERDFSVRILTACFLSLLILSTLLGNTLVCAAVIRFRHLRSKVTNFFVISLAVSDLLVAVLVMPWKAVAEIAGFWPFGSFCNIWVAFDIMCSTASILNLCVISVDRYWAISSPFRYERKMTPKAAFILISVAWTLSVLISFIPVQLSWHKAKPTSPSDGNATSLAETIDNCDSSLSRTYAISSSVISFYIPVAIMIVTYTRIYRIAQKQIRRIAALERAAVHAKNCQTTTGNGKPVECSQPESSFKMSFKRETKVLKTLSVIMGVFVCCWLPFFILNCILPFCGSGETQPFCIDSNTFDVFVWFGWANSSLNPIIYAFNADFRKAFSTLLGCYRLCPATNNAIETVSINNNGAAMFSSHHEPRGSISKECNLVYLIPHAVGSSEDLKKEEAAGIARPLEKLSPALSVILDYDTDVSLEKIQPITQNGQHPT
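Tetracycline-induced HEK293 T-REx cells with force-coupled D1 receptor were loaded with a no-wash calcium dye. Compound was added after a 10 s baseline and read kinetically for 180 s; EC80 dopamine was then added and calcium flux followed another 180 s.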
D1 agonist: activates the human D1 dopamine receptor. activation, % at 2 µM. HEK293 T-REx D1 cells, calcium flux, agonist mode. 1% of 360,000 active. AID 504660; in the data active = activation above about 30%; note: 0% is about no effect
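Tetracycline-induced HEK293 TREx D1 cells, force-coupled to calcium signalling, were dye-loaded with a no-wash calcium kit. Compound was pin-added after a 10 s baseline. Fluorescence was read kinetically at 1 cycle/s for 180 s, with calcium rises flagged as agonism.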
GRP78 ERSR act: ER stress response induction in glioma; U87-MG GRP78 promoter luciferase reporter, 16 h; 0.02% of 420,000 active; Potency, µM, for inactives: at the top dose activation, most hits filed as activators; note: potency is the fitted concentration of half-maximal effect; series mostly up to about 76 µM; % of control where 0% means no effect; nearly all actives have a fitted effect of over 35% in size
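Stably transfected U87-MG glioma cells carrying a GRP78-based luciferase sensor; 16 h compound incubation. Luminescence end-point read 10 min after Bright-Glo addition at room temperature.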
D1 potentiator: enhances dopamine response at the human D1 receptor. P21728. HEK293 TREx D1 cells, calcium flux, dopamine EC20 potentiation. potentiation, % at 10 µM. 0.036% of 360,000 active. AID 504651; in the data active = potentiation above about 30%; note: 0% is about no effect
D2 potentiator: D2 dopamine receptor (human) potentiation; potentiation, % at 10 µM; HEK293 T-REx D2, calcium flux, EC20 dopamine potentiation; 0.34% of 340,000 active; AID 485347;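 active = potentiation over 3 SD above the plate norm, cut at about 30% in these data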; note: 0% is about no effect
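Potentiation of an EC20 dopamine calcium response measured kinetically over 180 s, after a preceding 180 s compound-only read flagging agonists. Cells: inducible Hek293 Trex D2 line, 4000/well, cultured overnight at 30 C before dye loading.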
Vif-APOBEC3G blk: Vif-A3G binding inhibition. HeLa A3G-eYFP + Vif (tagged APOBEC3G with the HIV-1 protein that degrades it), YFP fluorescence, overnight. Q9HC16. 0.076% of 410,000 active. Potency, µM (titrated, usually from 46.1 µM), for the others: at the highest dose activity, negative = active, actives largely listed as inhibitors;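 note: potency is the fitted concentration of half-maximal effect; % is set by controls: 0 for no effect and ±100 for the full control effect; nearly all actives have a fitted effect of over 60% in size; hits raise eYFP signal because A3G escapes Vif-driven loss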
Target sequence (Q9HC16 whole entry, looked up): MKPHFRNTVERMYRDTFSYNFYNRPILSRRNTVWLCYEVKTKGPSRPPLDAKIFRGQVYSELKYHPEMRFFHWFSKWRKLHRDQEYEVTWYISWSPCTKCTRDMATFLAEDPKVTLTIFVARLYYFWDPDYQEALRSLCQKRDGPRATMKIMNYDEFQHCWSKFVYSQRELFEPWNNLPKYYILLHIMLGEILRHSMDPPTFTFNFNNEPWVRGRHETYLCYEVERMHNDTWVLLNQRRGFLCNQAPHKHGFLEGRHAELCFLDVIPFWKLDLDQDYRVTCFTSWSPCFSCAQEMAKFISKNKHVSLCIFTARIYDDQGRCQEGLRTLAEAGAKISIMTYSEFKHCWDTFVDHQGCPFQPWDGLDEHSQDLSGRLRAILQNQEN
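HeLa cells stably expressing Vif and C-terminally eYFP-tagged A3G, seeded overnight at 37 deg C, then exposed to compound by pintool overnight at 37 deg C. Rise in yellow fluorescence (Ex 488/Em 500-530, Acumen) marks blocked Vif-driven A3G degradation.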
Vif-A3F inh: Vif-A3F binding inhibition; HeLa A3F-eYFP + Vif (tagged APOBEC3F with the HIV-1 protein that degrades it), YFP fluorescence increase; Potency, µM (titrated, usually from 46.1 µM), for the others: at the highest dose activity, negative = active; 0.2% of 390,000 active; AID 602313; note: potency is the fitted concentration of half-maximal effect; % of control where 0% means no effect; nearly all actives have a fitted effect of over 65% in size
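Fluorescence increase (Ex 488/Em 500-530) after overnight compound treatment at 37 deg C flags inhibition of Vif-driven A3F-eYFP loss in stable HeLa A3F-eYFP/Vif cells seeded overnight beforehand.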
RXFP1 antagonist: antagonists of human relaxin receptor RXFP1; Q9HBX9; HEK293-RXFP1, relaxin-stimulated cAMP HTRF, 30 min; stronger effect = lower value; activity change, negative = inhibition, % at 57.5 µM; 0.59% of 350,000 active; AID 1259400;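 active = activity change of -60% or lower, but not beyond a set lower limit; inconclusive = change between -60% and -40%, or beyond the set limit; inactive = change above -40%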; note: % is set by controls: 0 for no effect and ±100 for the full control effect
RXFP1 ag: RXFP1 (human) receptor agonism; Potency, µM (series often up to 57.5 µM), for inactives: at the top dose activation, actives largely listed as activators; HEK293T-RXFP1 cAMP TR-FRET, 30 min; response scale: percent of porcine relaxin response, buffer zero; 0.3% of 370,000 active; AID 2676; note: potency is the fitted concentration of half-maximal effect; % is set by controls: 0 for no effect and ±100 for the full control effect; nearly all actives have a fitted effect of over 60% in size; many of its hits are not listed in these tables
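Agonist response is measured as cAMP accumulation in an RXFP1-transfected HEK293T line under PDE4 inhibition. Values are scaled between buffer-only and 29 nM porcine relaxin, and EC50s come from standard Hill equation fits.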
* = called active by the depositor; ? = inconclusive; · = no result given; & = joins results of further samples; ! = a repeat was not active. Unless noted, calls come from the whole dose curve; as a rule, active = well fitted curve in the direction sought with a large enough effect; inconclusive = small, poorly fitted or top-dose-only effect, or another doubt; inactive = no such curve, though single readings can be large; an effect the other way counts as inactive or inconclusive.

entry | molecule | D1 agonist | GRP78 ERSR act | Vif-A3F inh | D1 antag | Vif-APOBEC3G blk | D1 potentiator | D2 potentiator | RXFP1 ag | RXFP1 antagonist
1 | Cn1ccc(CC(=O)N2CCC(N3CCC(C(=O)N4CCCC4)CC3)CC2)c1 | 2 | 2% | 4% | 5 | -1% | 0 | -6 | -0.8% | -14
2 | N#C/C(=C\c1c(Oc2ccc(Cl)cc2)nc2ccccn2c1=O)C(=O)NC1CCS(=O)(=O)C1 (stereo not given) | -1 | ? | -9% | -2 | ? | -2 | -11 | 7.6% | -16
3 | CCCc1cc(=O)oc2cc(C)cc(OC(C)C(=O)NCCCn3ccnc3)c12 (stereo not given) | 0 | -3% | 0% | -21 | 2% | -7 | 4 | 4.4% | 19
4 | C[C@]12CC[C@H](O)CC1=CCC1C2CC[C@@]2(C)C1CC[C@@H]2NC(=O)[C@@H](N)Cc1cnc[nH]1 (stereo not given in full) | · | -3% | -12% | · | 1% | · | · | · | 8
5 | Cc1cccc(-c2nc3nc(C)cc(N4CCN(c5ccccc5)CC4)n3n2)c1 | 1 | -1% | 6% | 18 | 5% | 1 | 4 | 1.0% | ·
6 | COc1ccc(S(=O)(=O)NC2CCCCC2)cc1-n1cnnn1 | 0 | -2% | 7% | -3 | -2% | -5 | -13 | -3.5% | -6
7 | Cc1cc(OCC(=O)c2ccc(Br)cc2)ccc1N1C(=O)CCC1=O | -1 | -1% | -1% | 9 | 1% | 1 | 3 | -1.3% | 11
8 | O=C(CSc1nnc(CNC(=O)c2ccc(F)cc2)o1)NCc1ccc(F)cc1 | 3 | -4% | 12% | -10 | -6% | 1 | -10 | 3.5% | -12
9 | Cc1ccc(C(c2cc(Br)ccc2O)N2CCSCC2)cc1 (stereo not given) | 3 | -2% | -1% | 6 | 1% | -3 | 17 | 0.7% | ·
10 | COc1ccc(OCC(=O)N(Cc2sccc2C)C2CCS(=O)(=O)C2)cc1 (stereo not given) | 0&-2 | -6% | 1% | -73*! | 2% | -4&2 | -7&6 | 4.5%&-1.8% | 34&10
11 | CC(=O)Nc1ccc(N=NN2CCOCC2)cc1 | 1 | 2% | -30% | -8 | 1% | -6 | · | -0.1% | 14
12 | Cc1nn(C)c(C)c1C(C)NC(=O)c1ccc(OC2CCN(Cc3ccccn3)CC2)cc1 (stereo not given) | 0 | -1% | -6% | -17 | 0% | 9 | 4 | 0.5% | 17
13 | CCSc1nc(C)c(CC)c(C)c1C(N)=O | 1 | -5% | 3% | -10 | -1% | 1 | 16 | 0.3% | -4
14 | Cc1ccc(C)c(NC(=O)CN(C)C(=O)c2ccccc2OCc2ccc(Cl)cc2)c1 | 5 | -4% | -1% | 5 | -5% | 0 | -19 | 0.4% | -17
15 | COc1cc(C2CC(=O)c3cnc(NC(=O)COc4ccccc4)nc3C2)cc(OC)c1OC (stereo not given) | 2 | -2% | 4% | -30* | 1% | -3 | 12 | -0.7% | -11
16 | Cc1ccc(CNC(=O)CN(C(=O)C2(C)CC(=O)N=C3C=CC=CN32)c2ccc(F)cc2)cc1 (stereo not given) | 1 | -1% | -8% | 0 | 2% | 7 | 8 | 2.9% | 5
17 | O=C(NCc1ccc2c(c1)OCO2)c1cc(-c2ccccc2Cl)on1 | 6 | 8% | 3% | 27 | -2% | -9 | -12 | -0.3% | 7
18 | CC(C)(C)OC(=O)NCCc1nnc(SCc2ccccc2Cl)o1 | 5 | 2% | -4% | -30* | 2% | -5 | -8 | 1.9% | 3
19 | Cc1ccc(C(=O)Nc2cc(C(F)(F)F)ccc2-n2cncn2)o1 | 1 | -4% | -6% | 6 | -1% | -7 | 0 | 0.8% | 4
20 | Cc1cc(C(=O)CCl)c(C)n1-c1c(C)n(C)n(-c2ccccc2)c1=O | 3 | ? | 5% | -11 | ? | -4 | -8 | 0.9% | -4
21 | CC1CCN(c2ccc([N+](=O)[O-])cc2C(=O)NCC2CCCO2)CC1 (stereo not given) | 0 | -7% | -3% | -8 | 0% | 1 | -1 | 1.1% | -2
22 | CSc1nc2ccccc2n1CC(=O)Nc1ccccc1 | 2 | 1% | · | -9 | 2% | 1 | · | 0.4% | 18
23 | Cc1nc2sc(C)c(C)c2c(=O)o1 | 1 | -1% | -9% | -1 | 4% | 1 | 14 | 0.3% | -12
24 | CN(C(=O)COc1ccc(Cl)cc1)c1nnc(C23CC4CC(CC(C4)C2)C3)s1 | 7 | · | · | -3 | · | -4 | 5 | -2.3% | ·
25 | N#Cc1c(NC(=O)c2ccc(Cn3cc(Br)cn3)o2)sc2c1CCCCC2 | 2 | 3% | 4% | -7 | 3% | -6 | -3 | 1.2% | -2
26 | CCn1c(CCNC(=O)c2ccc(OC)c(OC)c2)nc2ccccc21 | 1 | 5% | 2% | -2 | -4% | -8 | 5 | 0.0% | 2
27 | CN(C)c1ccc(-n2cc3c(=O)n(C)c(=O)n(C)c3c2)cc1 | 1 | -1% | -2% | 2 | -5% | -5 | -1 | 14% | 20
28 | Cc1cc(C)cc(Oc2ccc(NC(=O)C3CC=CCC3C(=O)O)cc2)c1 (stereo not given) | 1 | -4% | 2% | -19 | -8% | 2 | 5 | 0.0% | -5
29 | CC(=O)N1CCc2cc(Br)cc(S(=O)(=O)CCC(=O)Nc3ccc(C)cc3Cl)c21 | 2 | -1% | -1% | -11 | 0% | -1 | · | 1.0% | ·
30 | CCCc1nc(SCC(=O)Nc2ccc(S(=O)(=O)N(C)C)cc2)c2ccccc2n1 | 6 | -4% | 6% | -23 | 0% | 5 | 23 | 20% | ·
31 | Cc1cccc(NC(=S)N2CCC(NC(=O)C3CCCCC3)CC2)c1 | 2 | -6% | -6% | 3 | 0% | -3 | 7 | 1.6% | 0
32 | Cc1csc2nc(O)c(C(=O)NC3CCCCC3C)c(=O)n12 (stereo not given) | 3 | -2% | 7% | -1 | -2% | 6 | -14 | -0.2% | 14
33 | CCOC(=O)C(CC)Sc1nnc2cc(C)c3ccccc3n12 (stereo not given) | · | -5% | -6% | · | 2% | · | · | · | -21
34 | COc1ccc2[nH]c(=O)c(CN(C(=O)c3cccnc3)c3ccc(C)cc3)cc2c1 | 1 | 2% | -3% | 3 | -1% | 1 | 11 | -0.2% | -17
35 | CCOC(=O)c1c(C)[nH]c(C(=O)/C(C#N)=C/c2ccc(OC)c(OC)c2)c1C | 4 | -6% | ? | -9 | -25% | 4 | 9 | 4.7% | -1
36 | COc1ccc(NC(=O)CN2CCN(c3ccccc3C)CC2)cc1 | 4 | -6% | -12% | 3 | 0% | 0 | -9 | 2.6% | 2
37 | Cc1ccc2oc(=O)c3cnn(CC(=O)N4CCN(c5cccc(Cl)c5)CC4)c3c2c1 | 0 | -3% | -18% | 5 | 0% | 1 | 1 | 6.9% | -19
38 | CCC1CCCCN1C(=S)NC1CCCCC1 (stereo not given) | 6 | -5% | 0% | -16 | -1% | -1 | 8 | 1.3% | -1
39 | CCC(=O)/C=C1/Sc2ccccc2N1CC | 1 | -3% | 6% | -3 | -1% | -7 | -4 | -1.8% | -3
40 | Cc1ccccc1Cc1c(C)nc2nc(SCC(=O)N(C)c3ccccc3)nn2c1C | -1 | -1% | 0% | 2 | 1% | 0 | 9 | 2.8% | -19
41 | O=C(CN1CCN(Cc2ccccc2)C1=O)NCc1cccs1 | 1 | 1% | -5% | -3 | 1% | 1 | -2 | 2.0% | ·
42 | CCC(=O)N1CCC(C(N)=O)(N2CCCCC2)CC1 | 4 | -8% | 9% | 5 | 0% | 3 | 3 | 1.7% | -6
43 | CCc1ccc(OCCCC(=O)Nc2cccc(C(=O)O)c2)cc1 | 2 | -6% | 5% | 3 | 12% | -8 | 3 | 4.9% | -10
44 | N#Cc1cccc(C(=O)Nc2ccc(S(=O)(=O)Nc3nccs3)cc2)c1 | · | -2% | -2% | · | 1% | · | · | · | 5
45 | COc1ccc(/C=C/C(=O)NC(=S)N2CCN(c3ccccc3OC)CC2)cc1 | 2 | 4% | 11% | -8 | 3% | 0 | 11 | 11% | 0
46 | CCCOc1ccc(/C(O)=C2/C(=O)C(=O)N(CCCN3CCOCC3)C2c2ccncc2)cc1 (stereo not given) | 0 | · | · | -19 | · | 10 | -7 | 12% | ·
47 | CC(C)(C)c1ccc(/C=C2\Oc3cc(O)ccc3C2=O)cc1 | 11 | 13% | -6% | -46* | 0% | -3 | 7 | 2.6% | 3
48 | CCc1ccccc1NC(=S)N(Cc1ccc(OC)cc1)CC1CCC(C(=O)O)CC1 (stereo not given) | 0 | 2% | -7% | 13 | -4% | -2 | -7 | -1.7% | 2
49 | O=S(=O)(NCCS(=O)(=O)N1CCN(c2ccccc2)CC1)c1ccccc1 | 5&8 | -4%&-3% | 7%&-9% | -11&-8 | 1%&5% | -7&-2 | -3&17 | -2.8%&0.6% | 6&16
50 | CC(C)c1ccc(NC(=O)C(c2ccccc2)N2CCN(C=O)CC2)cc1 (stereo not given) | 2 | 9% | 0% | -26 | -5% | -4 | -12 | 1.8% | -9

Next section:
entry | molecule | D1 agonist | GRP78 ERSR act | Vif-A3F inh | D1 antag | Vif-APOBEC3G blk | D1 potentiator | D2 potentiator | RXFP1 ag | RXFP1 antagonist
51 | Fc1cc(F)cc(-c2oncc2-c2nnnn2-c2ccccc2)c1 | 1 | 0% | 1% | 2 | 0% | -3 | -5 | 2.5% | -2
52 | N#Cc1c(NC(=O)C2CC(Cl)=CCC2C(=O)O)sc2c1CCCC2 (stereo not given) | 4 | -5% | 4% | 9 | 0% | -5 | 8 | 2.2% | -3
53 | CCn1c(-c2nn(-c3ccccc3)ccc2=O)n[nH]c1=S | 2 | -1% | 2% | 4 | 3% | -1 | 0 | -0.4% | 10
54 | COc1cc2[nH]cc(C(=O)NCc3cccs3)c(=O)c2cc1OC | · | -3% | 0% | · | 1% | · | · | · | -9
55 | Cc1cc(C)c(S(=O)(=O)c2ccccc2C)c(SCC(C)C)n1 | 9 | -2% | 6% | 13 | -3% | 0 | 4 | 0.8% | 9
56 | CC1(C)CC(=O)C=C(NC2CCCCCC2)C1 | 1 | -4% | -2% | -8 | 3% | -3 | 1 | -0.5% | 5

Screening data: PubChem, National Center for Advancing Translational Sciences (NCATS)

Only part of the results is shown; the hit share may differ from the screen's.
